Anesthetic bind: qHTS Assay for Identification of Novel General Anesthetics; apoferritin/1-aminoanthracene competitive binding, fluorescence; 350,000 tested, 0.074% active; Potency, µM (series often up to 77.5 µM), for inactives: at the top dose activity change, negative = displacement, hits mostly inhibitors; Ferritin light chain (Equus caballus), P02791; also: potency is read from the fitted curve at half-maximal effect; % is scaled to controls: 0 for no effect and ±100 for the full control effect; nearly all actives have a fitted effect of over 20% in size
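In PBS, apoferritin at 10 uM is loaded with 1-AMA from a 50% saturated solution. After 10 min of compound exposure at ambient temperature, reduced 535 nm fluorescence indicates probe displacement.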
RXFP1 antag: qHTS Assay for Antagonists of the Relaxin Receptor RXFP1. HEK293-RXFP1, relaxin-stimulated cAMP HTRF, 30 min; active compounds read low. 350,000 tested, 0.59% active. activity change, negative = inhibition, % at 57.5 µM;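 active = activity change of -60% or lower, but not beyond a set lower limit; inconclusive = change between -60% and -40%, or beyond the set limit; inactive = change above -40%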; also: % is scaled to controls: 0 for no effect and ±100 for the full control effect
POLK inh: qHTS for Inhibitors of Polymerase Kappa; 400,000 tested, 0.53% active; AID 588579, 2011; purified Pol kappa, fluorescent DNA synthesis assay, 10 min; DNA polymerase kappa (Homo sapiens), Q9UBT6; Potency, µM (doses to about 107 µM), for the others: at the top dose activity, negative = inhibition, actives largely listed as inhibitors; also: potency is read from the fitted curve at half-maximal effect; % is scaled to controls: 0 for no effect and ±100 for the full control effect
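Enzyme at 10 nM met test compounds for 15 min at room temperature. Substrate addition (50 nM final) began the reaction, which was monitored by fluorescence at 0 and 10 min.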
APEX1 inh: qHTS Assay for Inhibitors of the Human Apurinic/apyrimidinic Endonuclease 1 (APE1). DNA repair nuclease/redox regulator APEX1 (Homo sapiens), P27695. recombinant APE1, TAMRA/BHQ-2 abasic DNA cleavage fluorescence. Potency, µM (top dose mostly 65.8 µM), for inactives: top-dose activity change, negative = inhibition, hits mostly inhibitors. 350,000 tested, 0.35% active. AID 2517, 2012;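 also: potency is read from the fitted curve at half-maximal effect; plate controls were vehicle for no effect and reference inhibitor for full effect; nearly all actives have a fitted effect of over 55% in size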
Target sequence (P27695 whole entry, looked up): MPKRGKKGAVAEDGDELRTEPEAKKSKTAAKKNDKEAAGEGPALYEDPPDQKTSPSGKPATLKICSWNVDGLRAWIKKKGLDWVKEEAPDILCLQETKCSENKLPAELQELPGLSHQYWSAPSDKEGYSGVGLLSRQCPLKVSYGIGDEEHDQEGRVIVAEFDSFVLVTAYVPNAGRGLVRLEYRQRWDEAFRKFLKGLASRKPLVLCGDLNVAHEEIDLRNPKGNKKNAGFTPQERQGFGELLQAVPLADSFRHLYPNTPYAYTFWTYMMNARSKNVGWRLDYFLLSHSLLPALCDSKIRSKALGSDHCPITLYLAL
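Compound pre-exposure to 0.75 nM APE1, 15 min at ambient temperature. Reaction initiated with 50 nM TAMRA/BHQ-2 THF substrate, read immediately in kinetic mode, 525 nm excitation, 598 nm emission.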
Pol eta inh: qHTS for Inhibitors of Polymerase Eta | recombinant Pol eta, fluorescent DNA replication assay | Potency, µM (series often up to 114 µM), for the others: at the top dose activity change, negative = inhibition, usual class: inhibitors | 390,000 tested, 1.2% active; also: potency is read from the fitted curve at half-maximal effect; % is scaled to controls: 0 for no effect and ±100 for the full control effect
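Fluorescent replication assay: 50 nM final substrate added after a 15 min room-temperature compound preincubation with 10 nM enzyme. Signal taken at 0 min and again at 10 min.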
POLI inh: qHTS for Inhibitors of Polymerase Iota; Potency, µM (highest dose often 115 µM), for the others: at the top dose activity, negative = inhibition, usual class: inhibitors; 390,000 tested, 1% active; DNA polymerase iota (Homo sapiens), Q9UNA4; Pol iota fluorescent replication assay, 10 min; also: potency is read from the fitted curve at half-maximal effect
Target sequence (Q9UNA4 whole entry, looked up): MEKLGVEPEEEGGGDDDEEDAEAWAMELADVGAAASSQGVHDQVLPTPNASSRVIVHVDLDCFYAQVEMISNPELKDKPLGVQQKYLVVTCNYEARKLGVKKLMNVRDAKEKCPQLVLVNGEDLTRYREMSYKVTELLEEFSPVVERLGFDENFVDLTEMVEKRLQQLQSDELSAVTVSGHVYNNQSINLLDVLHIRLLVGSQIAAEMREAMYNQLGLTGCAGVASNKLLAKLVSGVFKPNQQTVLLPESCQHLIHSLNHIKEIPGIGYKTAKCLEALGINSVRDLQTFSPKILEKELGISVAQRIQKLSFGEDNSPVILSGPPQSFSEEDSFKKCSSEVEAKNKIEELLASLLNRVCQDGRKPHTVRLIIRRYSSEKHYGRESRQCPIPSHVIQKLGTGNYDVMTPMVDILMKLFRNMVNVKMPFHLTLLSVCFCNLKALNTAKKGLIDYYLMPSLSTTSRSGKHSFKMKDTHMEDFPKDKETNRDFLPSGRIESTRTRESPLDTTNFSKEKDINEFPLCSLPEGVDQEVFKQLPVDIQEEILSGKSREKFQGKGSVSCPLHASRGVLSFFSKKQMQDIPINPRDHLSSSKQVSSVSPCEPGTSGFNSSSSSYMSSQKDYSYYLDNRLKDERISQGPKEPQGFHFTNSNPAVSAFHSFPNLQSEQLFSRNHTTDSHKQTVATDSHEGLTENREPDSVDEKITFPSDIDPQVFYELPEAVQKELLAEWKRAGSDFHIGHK
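Fluorescent replication assay read twice, at 0 min and 10 min after adding 50 nM (final) substrate. Enzyme (10 nM) and compounds were first incubated 15 min at room temperature; enzyme-free buffer wells were negative controls.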
Pol beta inh: qHTS Assay for Inhibitors of DNA Polymerase Beta. P06746. Pol beta primer extension/strand displacement, fluorescence kinetic. Potency, µM (doses to about 114 µM), inactives show top-dose activity change, negative = inhibition, usual class: inhibitors. 340,000 tested, 1.3% active. AID 485314, 2010; also: potency is read from the fitted curve at half-maximal effect; % is scaled to controls: 0 for no effect and ±100 for the full control effect
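Preincubation: enzyme (10 nM) with compound, 15 min, RT. Reaction: substrate added to 50 nM final. Reads: 0 and 10 min. Analysis: normalized, Hill fit.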
Tb PGK inh: qHTS Assay to Find Inhibitors of Phosphoglycerate Kinase | 380,000 tested, 0.043% active | AID 602233, 2012 | PGK/GAPDH coupled, Kinase-Glo luminescence, 60 min | Potency, µM (doses to about 57.5 µM), without a hit: at the top dose activity change, negative = inhibition, usual class: inhibitors; also: potency is read from the fitted curve at half-maximal effect; % is scaled to controls: 0 for no effect and ±100 for the full control effect; nearly all actives have a fitted effect of over 60% in size
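Luminescent ATP detection (Kinase-Glo Plus) follows a 60-minute room-temperature incubation, with wells lacking PGK as controls. Buffer: 100 mM TEA (pH 7.6), 5 mM MgCl2, 0.01% Tween-20. Coupling enzyme GAPDH (100 nM final) supplies unstable 1,3-BPG in-well.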
BLM helicase inh: qHTS Assay for Inhibitors of Bloom's syndrome helicase (BLM); 350,000 tested, 0.2% active; recombinant BLM DNA unwinding, fluorescence dequenching; RecQ-like DNA helicase BLM (Homo sapiens), P54132; Potency, µM (doses to about 56.1 µM), for inactives: at the highest dose activity change, negative = inhibition, most hits filed as inhibitors; AID 2528, 2010;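 also: potency is read from the fitted curve at half-maximal effect; plate controls were vehicle for no effect and no enzyme for full effect; nearly all actives have a fitted effect of over 35% in size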
Starred values were filed as active, the others as inactive; i = inactive; u = inconclusive; x = no result given; & = joins results of further samples; [ ] = dose if it differs, or a comment. Unless noted, calls follow the shape of the dose curve; as a rule, active = well fitted curve in the direction sought with a large enough effect; inconclusive = small, poorly fitted or top-dose-only effect, or another doubt; inactive = no such curve, though single readings can be large; an effect the other way counts as inactive or inconclusive.

| SMILES | Anesthetic bind | RXFP1 antag | POLK inh | APEX1 inh | Pol eta inh | POLI inh | Pol beta inh | Tb PGK inh | BLM helicase inh |
| --- | --- | --- | --- | --- | --- | --- | --- | --- | --- |
| O=S(=O)(Nc1nc2ccccc2nc1Cl)c1ccc2ccccc2c1 | 3% | 7 | 4% | 0% | -14% | 11% | -13% | -3% | -6% |
| O=C(/C=C/c1ccco1)Nc1ccccc1N1CCCC1 | -12% | -1 | 4% | -11% | -11% | -11% | -1% | -1% | -7% |
| CC(C)Sc1nc2c(c(=O)n(C)c(=O)n2C)n1Cc1ccc(Cl)cc1 | -7% | -13 | -5% | 3% | -9% | 10% | 4% | 5% | -2% |
| CCCNS(=O)(=O)c1ccc2c(c1)CCCN2C(C)=O | -14% | 10 | -5% | 15% | 8% | 9% | 47% | i | 0% |
| COc1cc(CNc2ccccc2Oc2cc(=O)n(C)c(=O)n2C)cc(OC)c1OC | -11% | -13 | -2% | -5% | 5% | 14% | 1% | 13% | -1% |
| Cn1nc(C(=O)NNC(=O)CCc2ccccc2Cl)c2ccccc2c1=O | x | 2 | -7% | -9% | -4% | 11% | x | -9% | x |
| CCCC(CCC(=O)Nc1cc([N+](=O)[O-])ccc1O)C(=O)O (stereo not given) | -14% | -2 | -15% | -4% | 5% | -11% | 22µM* | 1% | -5% |
| Cc1ccc(CSCC(=O)N/N=C/c2ccc(OCC(=O)Nc3ccc(C)cc3)cc2)cc1 | u | x | -27% | u | u | u | 10µM* | u | -25% |
| S=c1[nH]c2ccccc2n1CCOc1ccccc1 | -20% | -28 | -1% | 7% | -14% | 13% | 11% | -9% | -13% |
| CC(C)c1ccc(S(=O)(=O)N2CCC3(CC2)OCCO3)cc1 | -11% | -3 | -15% | -8% | 2% | 100%[activator] | u | -6% | -2% |
| O=C(O)CCC(=O)N1CN2CN(C(=O)CCC(=O)O)CC([N+](=O)[O-])(C2)C1 | -3% | -7 | -9% | 0% | 5% | 9% | -1% | -1% | -3% |
| COc1ccc(NC(=O)NNC(=O)c2ccc(-c3ccccc3)cc2)cc1 | 3% | -29 | -17% | -3% | -16% | u | 7.9µM* | 0% | -8% |
| CCn1cc(C(=O)N2CCN(c3cc(C)ccc3C)CC2)c(=O)c2cc(S(=O)(=O)N(C)C3CCCCC3)ccc21 | u | x | 12% | x | -23% | 7% | 19% | -3% | -8% |
| CC(C)C(NS(=O)(=O)c1cccc2nsnc12)C(=O)NCCC1=CCCCC1 (stereo not given) | -20% | x | -3% | 3% | -5% | -7% | 20% | 1% | -2% |
| COC(=O)[C@@H]1C[C@@]2(O)[C@H](O)[C@H](O)[C@H](O)C[C@H]2N1C/C=C/c1ccccc1 | 5%&-9% | x | -5% | 1%&14% | -15% | 21% | -2% | 6% | -1%&-2% |
| CC(=O)C1=C(O)CC(c2ccccc2)CC1=NCCc1ccccc1 (stereo not given) | -17% | -15 | -11% | 10% | -8% | 42%[activator] | 0% | -4% | -3% |
| CCOc1cc2c(cc1OC)C(c1cccc([N+](=O)[O-])c1)NCC2 (stereo not given) | -19% | -2 | -1% | -5% | -9% | -5% | 6% | -3% | -3% |
| Nc1ccc(-c2nc3ncccc3o2)cc1 | 77%[activator] | -6 | -1% | -3% | -3% | 29% | 48% | 0% | 1% |
| COC(=O)c1c(NC(=O)CCCOc2ccccc2C)sc2c1CCC(C)C2 (stereo not given) | 10% | x | -9%[60.1 µM] | x | 3% | -3% | 3% | 0% | -7% |
| O=C(NCC(c1ccco1)N1CCN(c2ccc(F)cc2)CC1)OCc1ccccc1 (stereo not given) | -7% | -23 | -10% | -2% | -19% | 55%[activator] | 18% | -2% | -5% |
| CCOC(=O)c1c(C)[nH]c(N=Nc2ccccc2C)c1C | u | 22 | -14%[60.1 µM] | -1% | -10% | 1% | -16% | -6% | -11% |
| CC(=O)N1CCN(S(=O)(=O)c2cccc(C(=O)OCc3ccc(C(C)(C)C)cc3)c2)CC1 | x | -15 | -19% | 6% | -21% | 19% | x | -4% | x |
| O=C(O)C1C2CC3C(OC(=O)C31)C2Cl (stereo not given) | -13% | 0 | -8% | 3% | -22% | -13% | 4% | 1% | 1% |
| COc1cc(Cl)c(C)cc1NC(=O)CSc1nnc(CN2CCCC2)o1 | x | -2 | 2% | 26% | 3% | 2% | x | i | x |
| COc1ccc(Nc2ncnc3ccccc23)cc1 | -7% | -4 | -3% | 3% | -8% | 0% | -9% | 0% | -5% |
| Cc1cc(C)cc(NS(=O)(=O)c2cc3c(cc2C)NC(=O)CO3)c1 | 3% | 3 | -3% | x | -17% | 3% | -4% | -8% | -3% |
| Cc1ccc(-c2nc(N)c3c(-c4ccc(C)cc4)nn(C(C)(C)C)c3n2)cc1 | -4% | x | 0% | -1% | -21% | 21% | 5% | 1% | 0% |
| CCCCOC(=O)c1ccc(NC(=O)c2cnccn2)cc1 | -1% | -5 | 1% | -2% | -9% | 12% | 1% | -7% | -1% |
| O=C(Cn1cncn1)c1ccc(F)cc1F | 4% | 2 | -12% | 4% | -21% | 11% | -1% | -8% | 2% |
| Cn1c(CNC(=O)c2ccco2)nnc1SCC(=O)N1CCN(c2ccccc2F)CC1 | 8% | -94* | -18% | -10% | -1% | 1% | 43% | 4% | 3% |
| O=C(c1ccco1)N(Cc1ccc(Cl)cc1)C1CCS(=O)(=O)C1 (stereo not given) | -5% | -14 | -3% | 6% | 3% | -20% | 11% | -5% | -2% |
| COc1ccccc1CNC(=O)COC(=O)c1cccc(S(=O)(=O)N2CCCC2)c1 | -17% | -18 | -8% | -9% | -18% | 12% | 1% | -9% | 0% |
| CC1=C(C(=O)OCC2CCCCC2)C(c2cccc(Cl)c2Cl)CC(=O)N1 (stereo not given) | 0% | x | -16% | x | -6% | 17% | 0% | i | 1% |
| COc1cc(OC)c(NC(=O)C2=C(C)C(=O)OC23CCN(C(C)=O)CC3)cc1Cl | 1% | -4 | -6% | x | -3% | 11% | 14% | -8% | 2% |
| Cc1nc(NC(=O)CSc2nnnn2C)sc1C | 2% | 18 | -7% | 7% | 5% | 0% | 31% | -6% | 6% |
| Cc1noc(C)c1C(=O)Nc1nccs1 | 0% | 11 | -14% | 22% | -3% | 58%[activator] | 83% | i | -3% |
| Cc1ccc(-c2csc3ncnc(Sc4nnc(CN5CCCCCC5=O)o4)c23)cc1 | u | -16 | -3% | -4% | 1% | 7% | 8% | i | -5% |
| CCOc1ccc(C(=O)Oc2cc(C)[nH]c(=O)c2[N+](=O)[O-])cc1 | -11% | x | -7% | 21% | -1% | -10% | 18% | -4% | 2% |
| CCc1nc2c(cnn2-c2ccc(Cl)cc2)c(=O)n1-c1ccc2c(c1)OCCO2 | -13% | -2 | -8% | 8% | -17% | 6% | -2% | 4% | -2% |
| CC1(C)Cc2c(sc(NC(=O)c3ccco3)c2C#N)CO1 | u | -13 | -10% | -3% | -14% | 4% | -11% | -9% | -5% |
| CCC1=C(OC(=O)N(CC)CC)N2C(=O)OC(=NCCc3c[nH]c4ccccc34)[C@]2(C)[C@H]2C1=CC[C@H]1C(=O)NC(=O)[C@H]12 | -23%&-2% | x | -13% | u | -21% | 20% | 6% | -8% | -14%&-14% |
| Cc1nc2cc(NC(=O)CS(=O)(=O)c3ccccc3)ccc2s1 | x | 13 | -13% | 0% | -7% | 19% | x | -1% | x |
| CCOc1ccc(CNCc2c(C(=O)O)c(C)n(Cc3cccc(OC)c3)c2C)cc1OC | -1% | -1 | -14% | x | -14% | -11% | 20% | 15% | -1% |
| CCN(CC)C(=O)c1sc(NC(=O)C(Sc2ccccc2)c2ccccc2)c(C(=O)OC(C)C)c1C (stereo not given) | -8% | -7 | -7% | 13% | -9% | 3% | 22% | -7% | -14% |
| O=C(COC(=O)c1ccccc1SCC(=O)NC1CCCCC1)NC1CCCCC1 | -14% | 11 | -11% | -1% | -3% | 3% | -5% | -2% | 0% |
| CC1CCN(c2ccccc2N)CC1 | 1% | -9 | 1% | -1% | -7% | 14% | -29% | 0% | 1% |
| Cc1ccc(C(C)C)c(OCC(O)CN2CC(C)OC(C)C2)c1 (stereo not given) | -3% | -7 | -7% | -3% | -8% | -8% | 32% | 0% | 0% |
| CCOC(=O)c1ccc(NC(=O)N2CCN(c3cccc(OC)c3)CC2)cc1 | -13% | -16 | -1% | -6% | -19% | 115%[activator] | -29% | i | 0% |
| COc1cc(/C=C/C(=O)N2CC(C)OC(C)C2)cc(OC)c1OC (stereo not given) | -5% | 4 | -11% | -3% | -16% | 99%[activator] | 30% | i | -3% |
| O=C(CN1CCN(c2ccccc2F)CC1)NCc1ccccc1 | -1% | -1 | -5% | 14% | u | 49%[activator] | 4% | -6% | -8% |
| Cc1cc(OCC(=O)Nc2c(C)n(C)n(-c3ccccc3)c2=O)ccc1[N+](=O)[O-] | -3% | 6 | -2% | 25% | -10% | -6% | 0% | -3% | -2% |
| Cc1ccc(OCC(=O)OCC(=O)c2ccccc2)cc1C | -13% | -7 | 3% | 13% | -15% | 9% | -20% | i | -14% |

In another format: entries from further up.
COc1cc(OC)c(NC(=O)C2=C(C)C(=O)OC23CCN(C(C)=O)CC3)cc1Cl
  Anesthetic bind: 1%
  RXFP1 antag: -4
  POLK inh: -6%
  APEX1 inh: x
  Pol eta inh: -3%
  POLI inh: 11%
  Pol beta inh: 14%
  Tb PGK inh: -8%
  BLM helicase inh: 2%

Cc1nc(NC(=O)CSc2nnnn2C)sc1C
  Anesthetic bind: 2%
  RXFP1 antag: 18
  POLK inh: -7%
  APEX1 inh: 7%
  Pol eta inh: 5%
  POLI inh: 0%
  Pol beta inh: 31%
  Tb PGK inh: -6%
  BLM helicase inh: 6%

This is a subset, so the mix of outcomes need not match the whole.
